Screening results (PubChem BioAssay)
NPSR antag: neuropeptide S receptor (human) antagonism, cAMP. 220,000 compounds, 1% hits. AID 1461. Q6W5P4. Potency, µM (highest dose often 38.3 µM), inactives show top-dose activity change, negative = inhibition, hits mostly inhibitors. CHO-NPSR cells, cAMP TR-FRET, antagonist mode; further: potency means the concentration at half of the fitted maximal effect; on the % scale 0 is the no-effect control and ±100 the full control effect; nearly all actives have a fitted effect of over 50% in size; many of its hits are not listed in these tables
Tau fibril FP: blocks human tau fibril formation measured by polarization. P10636. K18 P301L tau heparin fibrillization, Alexa594 FP, 6 h. Potency, µM (titrated, usually from 57.7 µM), without a hit: top-dose activity, negative = inhibition, most hits filed as inhibitors. 280,000 compounds, 0.39% hits. AID 1468; further: potency means the concentration at half of the fitted maximal effect; on the % scale 0 is the no-effect control and ±100 the full control effect; nearly all actives have a fitted effect of over 55% in size
Target sequence (P10636 561-689 P618L limits assumed): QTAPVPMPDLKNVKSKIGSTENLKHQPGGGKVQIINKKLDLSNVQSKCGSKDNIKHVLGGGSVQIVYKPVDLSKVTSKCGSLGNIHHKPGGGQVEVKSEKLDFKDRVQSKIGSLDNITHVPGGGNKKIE
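FP of Alexa 594-tau after heparin (20 uM) induction. Substrate: human K18 P301L, 15 uM unlabeled, 0.24 uM labeled. Buffer 100 mM sodium acetate pH 7. 6 hr, 37 C.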
GLA spleen mod: inhibitors or activators of human alpha-galactosidase in spleen homogenate; human spleen homogenate, 4MU-alpha-Gal fluorescence, 40 min; P06280; 240,000 compounds, 0.008% hits; Potency, µM (series often up to 80 µM), inactives show at the top dose activity change, negative = inhibition, hits mostly inhibitors;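 further: potency means the concentration at half of the fitted maximal effect; 0% = enzyme with vehicle and -100% = no enzyme basal signal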
Target sequence (P06280 32-429 limits assumed): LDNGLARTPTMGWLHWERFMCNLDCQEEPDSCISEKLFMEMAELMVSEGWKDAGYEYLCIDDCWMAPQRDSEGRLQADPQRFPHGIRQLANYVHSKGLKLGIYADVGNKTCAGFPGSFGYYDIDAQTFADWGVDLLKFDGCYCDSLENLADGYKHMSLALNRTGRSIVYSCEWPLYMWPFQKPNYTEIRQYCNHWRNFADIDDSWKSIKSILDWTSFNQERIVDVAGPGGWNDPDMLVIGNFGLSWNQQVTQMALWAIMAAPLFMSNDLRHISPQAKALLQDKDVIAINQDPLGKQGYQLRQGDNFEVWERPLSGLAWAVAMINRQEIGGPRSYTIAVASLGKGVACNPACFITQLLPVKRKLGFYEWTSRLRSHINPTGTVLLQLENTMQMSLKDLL
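Human spleen homogenate (1 ug) was the enzyme source, with 4-methylumbelliferyl-alpha-D-galactopyranoside (1 mM final) in pH 5.0 citrate buffer with 0.01% Tween-20. Compounds were titrated; after 40 min at 37C, NaOH/glycine stop, 4-MU fluorescence read; AC50 from Hill fits.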
Epigenetic reg: regulators of epigenetic silencing causing reporter derepression in mouse cells; murine LDR cells, GFP reporter derepression, 30 h; Potency, µM (series often up to 53.9 µM), without a hit: top-dose GFP activation, most hits filed as activators; 280,000 compounds, 0.2% hits; further: potency means the concentration at half of the fitted maximal effect; % of control where 0% means no effect; nearly all actives have a fitted effect of over 60% in size
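Murine LDR cells bearing a silenced CMV-driven GFP reporter were exposed to compound for 30 h at 37 C. After PBS washes, GFP-positive cells (20-120 um objects) counted by laser-scanning microplate cytometry.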
TexasRed fluor: Texas Red fluorescence interference in TRb-SRC2 counter-screen | TRb/SRC2 Texas Red total fluorescence interference | 280,000 compounds, 0.29% hits | Potency, µM (top dose mostly 106 µM), inactives show at the highest dose fluorescence change, negative = quenching; active means well fitted curve in either direction with a large enough effect; inconclusive means small, poorly fitted or top-dose-only effect; further: potency means the concentration at half of the fitted maximal effect; on the % scale 0 is the no-effect control and ±100 the full control effect
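Human TRβ ligand-binding domain (0.6 uM) and Texas Red SRC2 peptide (20 nM) in Tris buffer with 1 uM T3 and 5% DMSO were incubated with pinned compound for 5 hr at ambient temperature. Total fluorescence was computed as S + 2P (555/632 nm).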
Tau fluor cs: counter-screen for tau fibril formation inhibitors; 280,000 compounds, 0.93% hits; Potency, µM (titrated, usually from 57.7 µM), for the others: top-dose activity change, negative = decrease; AID 1463; tau K18 P301L Alexa594 fluorescence, heparin fibrillization; further: potency means the concentration at half of the fitted maximal effect; on the % scale 0 is the no-effect control and ±100 the full control effect; nearly all actives have a fitted effect of over 55% in size
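Human tau K18 P301L (15 uM unlabeled, 0.24 uM Alexa 594-labeled) in 100 mM sodium acetate pH 7 with 20 uM heparin, 6 hr at 37 C. ThT 30 uM added, 1 hr ambient; Alexa 594 FP and total fluorescence read at 555/632 nm.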
TRb-SRC2 inh: inhibitors of human thyroid hormone receptor beta-SRC2 interaction | TRbeta-SRC2 peptide binding, fluorescence polarization; receptor liganded with 1 µM T3 | 280,000 compounds, 0.065% hits | Potency, µM (doses to about 106 µM), without a hit: at the highest dose activity change, negative = inhibition, actives largely listed as inhibitors | P10828;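 further: potency means the concentration at half of the fitted maximal effect; plate controls were bound peptide for no effect and peptide without receptor for full effect; nearly all actives have a fitted effect of over 50% in size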
Target sequence (P10828 whole entry, looked up): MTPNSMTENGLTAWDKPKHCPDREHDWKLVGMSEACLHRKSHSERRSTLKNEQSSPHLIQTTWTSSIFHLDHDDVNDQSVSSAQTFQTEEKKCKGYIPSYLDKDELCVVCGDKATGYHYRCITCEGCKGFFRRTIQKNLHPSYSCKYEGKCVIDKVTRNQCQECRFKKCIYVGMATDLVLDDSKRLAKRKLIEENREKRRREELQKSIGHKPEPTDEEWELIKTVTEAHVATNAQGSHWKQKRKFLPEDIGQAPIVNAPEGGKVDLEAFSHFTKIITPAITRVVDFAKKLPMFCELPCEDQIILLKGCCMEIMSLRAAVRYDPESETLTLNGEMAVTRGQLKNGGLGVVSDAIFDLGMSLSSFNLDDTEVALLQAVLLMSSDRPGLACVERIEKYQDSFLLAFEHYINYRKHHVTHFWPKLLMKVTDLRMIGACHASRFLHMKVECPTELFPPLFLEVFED
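Quantitative HTS by FP: 0.6 uM TRb LBD, 20 nM labeled SRC2 20-mer, 1 uM T3, 5% DMSO; 5 hr ambient incubation; % activity per concentration and potencies from concentration series.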
CBFb-RUNX1 inh: inhibitors of human CBF-beta and RUNX1 interaction; 230,000 tested, under 10 active; AlphaScreen CBFb-His/RUNX1-biotin binding, biochemical; Potency, µM (top dose mostly 59.8 µM), for inactives: at the highest dose activity, negative = inhibition, hits mostly inhibitors; Q01196+Q13951; further: % of control where 0% means no effect
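AlphaScreen binding: CBFb-His and RUNX1-biotin (30 nM each) preincubated 20 min, compound added for 15 min, then nickel and streptavidin beads for 90 min, all at room temperature. Disruption of the interaction by any mechanism counts as activity.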
Numbers without * were called inactive; ? = inconclusive; . = no result given; & = joins results of further samples; [ ] = remark or other dose. Unless noted, the call rests on the fitted dose curve; in most records, active means well fitted curve in the direction sought with a large enough effect; inconclusive means small, poorly fitted or top-dose-only effect, or another doubt; inactive means no such curve, though single readings can be large; an effect the other way counts as inactive or inconclusive. Some of the compounds tested; rates above refer to the full screens.

SMILES	NPSR antag	Tau fibril FP	GLA spleen mod	Epigenetic reg	TexasRed fluor	Tau fluor cs	TRb-SRC2 inh	CBFb-RUNX1 inh
COc1ccc(C)cc1NC(=O)CN1C(=O)CSc2ccc(S(=O)(=O)N3CCCC3)cc21	.	6%	.	1.4%	0%	-20%	4%	.
C=C(C)CNC(=S)N=Nc1c(O)[nH]c2ccc([N+](=O)[O-])cc12	-25%	5%	3%	-2.6%	-8%	?	5%	-26%
CCN(Cc1cn2cccnc2n1)C1CCCCC1	5%	2%	-4%	2.4%	-1%	0%	-13%	15%
CC1Cn2c(C(=O)NCc3ccccc3Cl)cc3cccc(c32)S1 (stereo not given)	.	-10%	.	-2.6%	-1%	-30%	2%	.
COc1ccc(NC(=O)c2cccc(OC(F)F)c2)cc1Cl	-5%[46.1 µM]	-10%	0%	0.7%	-3%	?	-1%	13%
COC1=CCC2([N+](=O)[O-])CN(CCO)CC1([N+](=O)[O-])C2 (stereo not given)	16%[46.1 µM]	-8%	16%	2.6%	8%	4%	3%	-5%
COc1ccc(Br)cc1CNC(=O)Cn1c(=O)c2cccn2c2ccc(F)cc21	.	-8%	.	1.4%	-23%	-7%	-5%	.
Cc1cccc(NC(=O)c2cccc3c2-c2ccccc2C3=O)n1	-15%	-12%	-3%	2.1%	-3%	-12%	1%	0%
COC(=O)[C@@H]1C[C@@H]2CC[C@@H](O)C[C@@H]2N1Cc1ccccc1OS(=O)(=O)c1ccc(C)cc1	3%	10%&4%	2%&-1%	4.7%&4.6%	1%&5%	-8%&-5%	-3%&9%	0%&-3%
Cn1c(CN2CCCCC2)nc2cc(NC(=O)c3ccccc3Cl)ccc21	-13%[46.1 µM]	-3%&2%	4%	7.7%&0.0%	2%&-3%	-12%&-6%	-2%&-2%	-3%
O=C(NC1CCCCC1)c1cc(Nc2ccccc2)nc2ccccc12	.	?	.	4.1%	-1%	?	-9%	.
Cc1nn(C)c(C)c1C1C(C#N)=C(N)OC2=C1C(=O)CCC2 (stereo not given)	7%	-4%	5%	-1.0%	-5%	-3%	-2%	0%
COc1ccc(/C=C2\CCn3c2nc2cc(C(=O)O)ccc2c3=O)cc1OC	-20%	-11%	12%	1.6%	-1%	-8%	-1%	3%
CSc1ccc(C#N)cc1NC(=O)c1ccc(Cl)nc1	4%	2%	-6%	-3.6%	0%	2%	-10%	9%
COc1ccc(Cc2noc(CN3CCC(c4ccncc4)CC3)n2)cc1OC	-26%	14%	8%	-0.2%	-2%	9%	-4%	3%
O=C(NC(=S)N(CCO)Cc1ccccc1)c1cc(Br)ccc1Cl	-18%	1%	3%	-2.7%	-1%	-7%	-1%	18%
CCN(CC)C(=O)Oc1ccc(OC(=O)N(CC)CC)cc1	10%	-13%	7%	3.2%	-1%	6%	-9%	3%
COc1ccc(C(c2c(O)cc(C)n(Cc3ccco3)c2=O)N2CCCCC2)cc1OC (stereo not given)	.	2%	.	-3.4%	-1%	-3%	0%	.
O=C(CCSCc1ccccc1Cl)NC1CCCC1	1%	1%	3%	-1.0%	0%	-8%	4%	-1%
CCOc1ccc(C(=O)Nc2nnc(NC(=S)Nc3ccccc3)s2)cc1	-33%	?	-3%	8.6%	-2%	?	0%	-20%
O=C(CN1CCC(n2nnc3cc(F)ccc32)CC1)NCCc1ccccc1	-1%[46.1 µM]	0%	-5%	-1.1%	0%	-1%	-3%	-2%
Cc1nc(SCC(=O)Nc2ccccc2Cl)cc(-c2ccccc2)n1	.	-8%	.	0.8%	-20%	-11%	-3%	.
Cc1ccc(NC(=O)Cn2cnc3sc(C(=O)NCc4ccco4)c(C)c3c2=O)cc1Cl	?	?	-23%	1.8%	-2%	?	-5%	-4%
Cc1ccccc1C(=O)Nc1ccc2nc(SCC(=O)N(C)c3ccccc3)sc2c1	.	-1%	.	3.2%	6%	-11%	6%	.
CC(=O)Nc1ccc(OCc2cc(=O)n3ccccc3n2)cc1	.	4%	.	-2.4%	-1%	3%	3%	.
O=C(Nc1ccc2nc3n(c(=O)c2c1)CCCCC3)C(=O)Nc1ccccc1F	.	-12%	.	-2.4%	-2%	-20%	0%	.
O=C(NN1C(=O)C2C3C=CC(O3)C2C1=O)c1ccccc1 (stereo not given)	18%	-8%	-11%	6.8%	1%	-7%	3%	24%
Cc1cccc(N(C)S(=O)(=O)c2cc3[nH]c(=O)c(=O)[nH]c3cc2C)c1	.	2%	.	-1.2%	8%	-6%	3%	.
N#Cc1nc(-c2ccccc2F)oc1NCCc1ccccc1	-30%[46.1 µM]	6%	1%	1.4%	0%	?	-16%	-13%
COC(=O)c1cc2oc3ccccc3c2n1CC(=O)Nc1cc(OC)cc(OC)c1	.	?	.	2.2%	-25%	-17%	5%	.
Cc1ccc(/C=N\NC(=O)C2CN(S(=O)(=O)c3ccccc3)CCN2S(=O)(=O)c2ccccc2)cc1 (stereo not given)	0%	-8%	9%	-1.0%	0%	2%	-24%	-2%
COc1cccc(/C=N\NC(=O)Cn2nnc3ccccc32)c1O	-6%	3%	-21%	1.1%	0%[53 µM]	1%	7%[53 µM]	-11%
C1=CC2CC1CC2CN1CCN(Cc2ccccc2)CC1 (stereo not given)	-4%[46.1 µM]	-2%	4%	-1.7%	-2%	-2%	2%	-7%
Cc1ccc(S(=O)(=O)N(C)C)cc1NC(=S)NCc1ccco1	9%	-6%	8%	2.8%	-2%	-3%	6%	-5%
CCCCCCCCCC(=O)N[C@H](CN1CCOCC1)[C@H](O)c1ccccc1	.	?	-5%&17%	0.0%&-0.3%	-4%&1%	-5%&14%	8%&6%	17%&-1%
CN(C)CCOc1cccc(Br)c1	17%	1%	3%	-1.2%	-2%	-1%	-4%	11%
O=C(COC(=O)c1ccc(S(=O)(=O)Nc2ccccc2)cc1)NC1CCCC1	0%	2%	0%	-1.5%	-5%	-13%	-8%	16%
Fc1ccc(CSc2nncn2NC/C=C/c2ccccc2)cc1	1%[46.1 µM]	-3%	2%	-3.0%	1%	-24%	-6%	6%
CC(C)[C@H](NC(=O)OC(C)(C)C)C(=O)N/N=C/c1cccc2nccnc12	3%[46.1 µM]	-7%	5%	2.6%	1%	-5%	11%	7%
CC(=O)Nc1c(C)nn(-c2ccccc2)c1N1CCC(C(=O)NCc2ccc(F)cc2)CC1	.	4%	.	9.0%	-1%	8%	3%	.
Cc1ccc(C(=O)N2c3ccc(C)cc3C(C)(c3ccccc3)CC2(C)C)cc1 (stereo not given)	.	-11%	.	-1.6%	-21%	-18%	1%	.
CCOc1ccc(-n2c(Cc3cc(=O)[nH]c(=O)[nH]3)nnc2SCc2cccnc2)cc1	8%[46.1 µM]	5%	2%	1.0%	3%	0%	11%	4%
Cc1cc(=S)[nH]c2c(C)cccc12	-1%[46.1 µM]	-2%	-7%	-0.2%	-6%	-4%	1%	3%
N#Cc1cnn(-c2cccc(Cl)c2)c1N	9%	9%	-4%	-1.1%	-3%	1%	-1%	9%
c1ccc(Cc2ccc(OCCCNC3CCCC3)cc2)cc1	-16%	6%	-9%	-2.0%	-2%	-7%	9%	3%
O=C(O)c1ccc(N/N=C/c2cccc3cccnc23)cc1	-21%	7%	2%	-1.8%	-3%	-17%	0%	10%
CCOC(=O)C1=C(C(F)(F)F)Nc2ncnn2C1c1cc(OC)ccc1OC (stereo not given)	-20%	-9%	-3%	0.0%	-3%	8%	9%	-4%
COCCN1C(=O)N[C@@H](c2ccccc2)[C@@H](C(=O)OC)[C@H]1C	.	1%[11.6 µM]	-1%[17.5 µM]	.	-18%[11.2 µM]	-2%[11.6 µM]	9%[11.2 µM]	-1%[13.1 µM]
Cc1cccc(-n2c3nc(=O)n(C)c(=O)c-3cc3ccc(Cl)cc32)c1C	.	-2%	.	2.3%	0%	-6%	-3%	.
CCCCn1nc(C(=O)O)ccc1=O	0%[46.1 µM]	2%	3%	-2.4%	0%	3%	-7%	4%
COc1cccc(CNC(=O)C2CCCN(S(=O)(=O)c3ccc4c(ccn4C)c3)C2)c1OC (stereo not given)	.	-5%	.	-0.9%	-1%	-5%	-7%	.
COc1ccccc1-c1cc(C(=O)N/N=C\c2cn(C)nc2C)c2ccccc2n1	1%	-4%	0%	-0.1%	-4%	-6%	0%	-7%
O=C(/C=C/c1ccc(-c2ccc(F)cc2)o1)N1CCCC1	-6%	-6%	3%	0.0%	-3%	-12%	1%	5%
CCCCc1nc2c(c3c1C[C@H](C)OC3)CN(S(=O)(=O)c1c(C)noc1C)CC2	.	0%[11.6 µM]	-8%[17.5 µM]	.	-5%[11.2 µM]	-7%[11.6 µM]	1%[11.2 µM]	12%[13.1 µM]
CC12CN3CC(C)(CN(C1)C3c1cc(Br)ccc1O)C2=O (stereo not given)	-12%[46.1 µM]	-2%	-3%	-1.1%	3%	-1%	-2%	7%
COc1ccc2c(c1OC)C(=O)OC2Nc1nc(-c2cccc([N+](=O)[O-])c2)cs1 (stereo not given)	-16%	7%	0%	5.8%	-2%	-12%	9%	-3%
CC(=O)OCC(=O)[C@@]1(O)CCC2C3CC(C)C4=CC(=O)C=CC4(C)C3C(O)CC21C (stereo not given in full)	.	-1%	13%	-1.4%	-3%	-13%	-9%	.
CN(CC(=O)NCc1ccccc1)S(=O)(=O)c1ccc2[nH]c3c(c2c1)CCCC3	.	?	.	-0.4%	0%	?	-4%	.
